Compound activity deposited in PubChem by National Center for Advancing Translational Sciences (NCATS).
Pol kappa inh = inhibitors of human DNA polymerase kappa; actives 0.53% (n = 400,000); Potency, µM (titrated, usually from 107 µM), for inactives: at the top dose activity, negative = inhibition, usual class: inhibitors; purified Pol kappa, fluorescent DNA synthesis assay, 10 min; Q9UBT6; note: % is set by controls: 0 for no effect and ±100 for the full control effect
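Here, compound and 10 nM enzyme are combined for 15 min at room temperature; adding 50 nM substrate (final) starts DNA synthesis, tracked by fluorescence at 0 and 10 min against buffer-only wells.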
Pol iota inh = DNA polymerase iota (human) inhibition | Potency, µM (highest dose often 115 µM), without a hit: at the highest dose activity, negative = inhibition, most hits filed as inhibitors | Q9UNA4 | Pol iota fluorescent replication assay, 10 min | actives 1% (n = 390,000)
Target sequence (Q9UNA4 whole entry, looked up): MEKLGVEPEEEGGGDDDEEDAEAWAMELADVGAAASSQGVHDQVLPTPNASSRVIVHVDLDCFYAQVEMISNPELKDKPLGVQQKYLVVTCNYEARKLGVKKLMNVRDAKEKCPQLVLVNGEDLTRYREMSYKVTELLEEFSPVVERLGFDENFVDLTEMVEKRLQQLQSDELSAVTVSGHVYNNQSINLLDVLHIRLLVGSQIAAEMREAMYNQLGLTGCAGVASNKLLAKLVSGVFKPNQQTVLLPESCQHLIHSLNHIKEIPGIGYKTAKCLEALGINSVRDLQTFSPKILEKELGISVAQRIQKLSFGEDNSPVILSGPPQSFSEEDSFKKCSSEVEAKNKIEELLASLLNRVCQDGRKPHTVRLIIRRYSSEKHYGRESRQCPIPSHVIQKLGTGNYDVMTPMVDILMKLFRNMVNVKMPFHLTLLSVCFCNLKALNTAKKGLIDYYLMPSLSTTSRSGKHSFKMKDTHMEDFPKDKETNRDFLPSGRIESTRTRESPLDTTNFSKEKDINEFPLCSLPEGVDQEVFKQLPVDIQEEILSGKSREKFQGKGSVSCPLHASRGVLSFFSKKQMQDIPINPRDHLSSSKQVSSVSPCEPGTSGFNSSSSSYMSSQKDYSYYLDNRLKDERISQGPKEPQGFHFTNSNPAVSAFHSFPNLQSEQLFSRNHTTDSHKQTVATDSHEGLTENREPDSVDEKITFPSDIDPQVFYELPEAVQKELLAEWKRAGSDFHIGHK
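Fluorescent replication assay read twice, at 0 min and 10 min after adding 50 nM (final) substrate. Enzyme (10 nM) and compounds were first incubated 15 min at room temperature; enzyme-free buffer wells were negative controls.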
Pol beta inh = DNA polymerase beta (human) inhibition; P06746; actives 1.3% (n = 340,000); Pol beta primer extension/strand displacement, fluorescence kinetic; AID 485314; Potency, µM (doses to about 114 µM), without a hit: at the top dose activity change, negative = inhibition, hits mostly inhibitors; note: % is set by controls: 0 for no effect and ±100 for the full control effect
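Homogeneous kinetic assay of primer extension and strand displacement by 10 nM Pol beta, preincubated 15 min at room temperature with compound before 50 nM substrate (final) was added. Read at 0 and 10 min; four-parameter Hill fit.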
BAZ2B inh = blocks human BAZ2B. Potency, µM (doses to about 114 µM), for inactives: at the top dose activity change, negative = inhibition, hits mostly inhibitors. AlphaScreen BAZ2B-H3K14Ac peptide displacement. actives 4.4% (n = 360,000). Q9UIF8; note: % is set by controls: 0 for no effect and ±100 for the full control effect; nearly all actives have a fitted effect of over 60% in size
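AlphaScreen displacement of biotin-H3(5-23)K14Ac peptide (50 nM final) from BAZ2B (50 nM final) in PBS pH 7.4, 0.01% Tween-20; complex preformed 30 min RT, then compounds (top 110 uM) 30 min RT, beads 20 min dark.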
JMJD2A Tudor inh = JMJD2A Tudor domain (human) inhibition; O75164; AlphaScreen JMJD2A-Tudor / H3K4me3 peptide binding; Potency, µM (doses to about 114 µM), inactives show at the highest dose activity change, negative = inhibition, most hits filed as inhibitors; actives 4.4% (n = 390,000); note: % is set by controls: 0 for no effect and ±100 for the full control effect; nearly all actives have a fitted effect of over 50% in size
APEX1 inh = inhibitors of human APE1 endonuclease | recombinant APE1, TAMRA/BHQ-2 abasic DNA cleavage fluorescence | actives 0.35% (n = 350,000) | P27695 | Potency, µM (highest dose often 65.8 µM), inactives show at the top dose activity change, negative = inhibition, usual class: inhibitors | AID 2517;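 note: plate controls were vehicle for no effect and reference inhibitor for full effect; nearly all actives have a fitted effect of over 55% in size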
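Endonuclease cleavage of a quenched abasic-site DNA duplex (50 nM) by APE1 (0.75 nM) was tracked by TAMRA dequenching. Compounds were preincubated with enzyme 15 min at room temperature; data normalized to buffer-only and DMSO wells plus NSC13755 control.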
G9a block = inhibitors of human histone lysine methyltransferase G9a | G9a H3K9 monomethylation, AlphaScreen, 2 h | Potency, µM (top dose mostly 102 µM), inactives show at the highest dose activity, negative = inhibition, actives largely listed as inhibitors | actives 8.8% (n = 350,000); note: % is set by controls: 0 for no effect and ±100 for the full control effect; nearly all actives have a fitted effect of over 75% in size
Target sequence (Q96KQ7 913-1193 limits assumed): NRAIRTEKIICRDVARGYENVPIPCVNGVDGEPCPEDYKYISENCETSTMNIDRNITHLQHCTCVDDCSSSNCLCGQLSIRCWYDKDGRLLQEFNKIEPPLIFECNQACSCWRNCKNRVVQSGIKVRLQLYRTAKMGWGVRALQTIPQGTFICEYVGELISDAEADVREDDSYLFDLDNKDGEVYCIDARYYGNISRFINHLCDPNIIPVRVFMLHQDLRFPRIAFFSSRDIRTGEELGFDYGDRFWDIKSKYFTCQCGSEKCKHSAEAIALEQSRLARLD
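Compounds were preincubated with 20 nM G9a for 15 min, after which biotinylated H3K9 peptide (500 nM) and SAM (20 uM) started a 2 h room-temperature reaction. Monomethylated product was quantified by antibody-based AlphaScreen chemiluminescence.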
BLM helicase inh = blocks DNA unwinding by human BLM helicase; P54132; actives 0.2% (n = 350,000); Potency, µM (highest dose often 56.1 µM), without a hit: top-dose activity change, negative = inhibition, hits mostly inhibitors; recombinant BLM DNA unwinding, fluorescence dequenching;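 note: plate controls were vehicle for no effect and no enzyme for full effect; nearly all actives have a fitted effect of over 35% in size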
POLH inh = inhibitors of human DNA polymerase eta. Q9Y253. recombinant Pol eta, fluorescent DNA replication assay. Potency, µM (doses to about 114 µM), without a hit: at the top dose activity change, negative = inhibition, actives largely listed as inhibitors. actives 1.2% (n = 390,000). AID 588591; note: % is set by controls: 0 for no effect and ±100 for the full control effect
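Pol eta at 10 nM preincubated with compounds 15 min at room temperature; reaction started with fluorescent substrate (50 nM final) and read kinetically at 0 and 10 min.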
An asterisk follows results filed as active; ? = inconclusive; / = not tested or not shown; & = joins results of further samples; [ ] = dose if it differs, or a comment. Calls come from the whole dose curve; as a rule, active = well fitted curve in the direction sought with a large enough effect; inconclusive = small, poorly fitted or top-dose-only effect, or another doubt; inactive = no such curve, though single readings can be large; an effect the other way counts as inactive or inconclusive. Potency is the fitted concentration of half-maximal effect. Some of the compounds tested (hit frequency here may not be typical).

SMILES | Pol kappa inh | Pol iota inh | Pol beta inh | BAZ2B inh | JMJD2A Tudor inh | APEX1 inh | G9a block | BLM helicase inh | POLH inh
Cc1ccc(S(=O)(=O)N2CCN(C(=O)c3cc(S(=O)(=O)N4CCOCC4)ccc3F)CC2)cc1 | -21% | -1% | / | / | -9% | / | / | / | -8%
Cc1ccc2cc(CN(CC(C)C)S(=O)(=O)c3ccccc3)c(=O)[nH]c2c1 | -18% | ? | -18% | -7%[57.1 µM] | -14% | -14% | 8% | -6% | -11%
COc1ccc(C(=O)NCCN2CCCC2)cc1OC | -13% | 2% | -13% | -32% | -5% | -3% | ? | -11% | 0%
Cc1cc(OCC(=O)Nc2ccc(N3CCN(C)CC3)cc2)ccc1Cl | -8% | 65%[activator] | 93% | -35% | ? | 12% | ? | 1% | -19%
O=C(NCCc1ccc(Cl)cc1)C1CCC(=O)N(C2CCCCCC2)C1 (stereo not given) | 5% | 16% | 79% | 1% | -11% | 26% | 12% | 1% | -18%
O=C(N/N=C/c1cc(Cl)ccc1O)c1ccccc1Br | -10% | -12% | -20% | ? | 79µM* | -7% | -35% | -8% | -2%
CC1(C)CC(CCNC(=O)c2ccco2)CC(C)(C)N1 | -13% | 0% | -12% | -4% | -12% | -3% | 15%[59 µM] | -2% | 5%
CCOC(=O)C1Oc2ccccc2C(c2ccc(OC)cc2)=C1C(=O)OC (stereo not given) | ? | 25% | / | / | ? | -12%&1% | 33% | -3%[75.6 µM] | -22%
CCn1ncc(/C=C/C(=O)c2ccccc2)c1C | 6% | 69%[activator] | -19% | 0% | -15% | 7% | 16%[59 µM] | -3% | -1%
CC1(C)CC(=O)C=C(N2CCCC2)C1 | -11% | 4% | 4% | 4% | -6% | 5% | -24%[59 µM] | -10% | -2%
COC(=O)c1cc(C(=O)NCCC(C)C)cc([N+](=O)[O-])c1 | 0% | 37%[activator] | -12% | 0% | 4% | -5% | 0% | -10% | -23%
O=C(NCCC1=CCCCC1)c1ccc(Cl)c(S(=O)(=O)N2CCCCC2)c1 | -2% | ? | 34% | 8% | 10% | -9% | / | -9% | -6%
COc1ccc(CCNC(=O)CCCc2nnc3n(C)c(=O)c4sccc4n23)cc1OC | -22% | 58%[activator] | 10% | ? | -4% | 49%[activator] | 22µM* | 2% | -17%
CCOC(=O)C1CCN(C(=O)CN(Cc2ccccc2)S(C)(=O)=O)CC1 | -8% | 40%[activator] | 9% | -6% | -6% | 5% | 4%[12.7 µM] | -5% | 1%
CCOC(=O)Cn1cnc2c(C#N)c3n(c2c1=O)CCCCC3 | -18% | ? | 22% | / | -18% | 1% | 6%[59 µM] | -2% | -9%
O=C(CCSCCc1ccccn1)Nc1c(F)c(F)c(F)c(F)c1F | -8% | 16% | 0% | 4% | -13% | 3% | -8%[59 µM] | 7% | -18%
O=C1[C@H](Cc2ccccc2)NCC=CC[C@H](c2ccc(Cl)cc2)N1Cc1ccc(Cl)cc1 | -6% | 10% | / | / | -23% | / | / | / | -14%
Cc1cc(C)c(NC(=O)COc2nncc3ccccc23)c(C)c1 | -6% | 0% | 45% | 4% | -4% | -3% | 5%[59 µM] | -3% | 0%
CCOC(=O)c1cc(-c2ccc(OC)c(S(=O)(=O)NCc3ccccc3Cl)c2)on1 | 11% | -7% | 13% | -10% | -12% | / | -5%[59 µM] | -8% | -18%
COc1c(C)cc(Br)cc1C(=O)O | 6% | -12%[58.9 µM] | 4% | 10% | -6% | 2% | -41% | -6% | -13%
Cc1c(C#N)c(O)n(C)c(=O)c1N=Nc1ccc(S(N)(=O)=O)cc1 | -16% | ? | -15% | -38% | -27% | 6% | -11%[59 µM] | -4% | 6%
COc1cccc(NC(=O)CN(C)C(=O)CNC(=O)c2ccc(C)s2)c1 | 5% | 36%[activator] | / | / | -9% | / | / | / | -1%
COC(=O)c1cc(C)nc2c1c(=O)nc(SCc1ccccc1Cl)n2C1CC1 | -4%[60.1 µM] | -5% | -23% | -5% | -25% | / | -20%[59 µM] | -5% | -17%
C=CCN(c1nc(C)cc(OC)n1)S(=O)(=O)c1ccc(C)cc1 | -1% | 5% | 7% | 9% | 45%[activator] | -1% | / | -12% | -5%
CCC1(c2ccccc2)NC(=O)N(CC(=O)NCc2ccc(OC)cc2)C1=O (stereo not given) | -6% | 164%[activator] | 6% | 3% | -7% | 43%[12.4 µM] | 4%[59 µM] | 0% | -15%

(listing goes on)
SMILES | Pol kappa inh | Pol iota inh | Pol beta inh | BAZ2B inh | JMJD2A Tudor inh | APEX1 inh | G9a block | BLM helicase inh | POLH inh
CCN1C(=S)N[C@@H](CCc2ccccc2)C(C(=O)OC)=C1C | -3% | 10% | 2%&19% | 15%&-32% | -27% | 0%&3% | -9% | -2%&-2% | -26%
COc1ccc(C(=O)NCCc2nnc3ccc(SCC(=O)NCc4ccc(F)cc4)nn23)cc1 | -7% | 2% | -2% | 7% | -9% | -10% | / | -20% | 9%
Cc1ccc(C(=O)n2nc(C#N)c(C#N)c2N)cc1 | 3% | 135%[activator] | -7% | -19% | ? | -9% | 2% | 0% | -16%
COc1ccc2c3c1OC1CC(O)C=C[C@@]31CCN(C)C2 (stereo not given in full) | -10%[60.1 µM] | / | / | / | / | 16% | 9%[2.33 µM] | -13% | /
Cc1ccc(NC(=O)c2ccc(N3CCCC3=O)cc2)cc1S(=O)(=O)N1CCCCC1 | -20% | 40%[activator] | / | -1% | -16% | 30% | 12%[12.7 µM] | / | -11%
O=C(NCCCN=C1NS(=O)(=O)c2ccccc21)c1ccco1 | 13% | 212%[activator] | 1% | -9% | -24% | -5% | -20%[59 µM] | 2% | 6%
COC(=O)C(CC(=O)c1cccc(OC)c1)c1ccc(F)cc1 (stereo not given) | -6% | 17% | 4% | 78%[activator] | 41%[activator] | -7% | 90%[activator] | -5% | -18%
CCOC(=O)C1(CCOc2ccccc2)CCN(Cc2ccc(CO)o2)CC1 | -7% | -9% | 7% | -5% | -27% | 2% | -10% | -5% | -8%
NS(=O)(=O)c1ccc(CCNC(=O)CSc2nc3ccsc3c(=O)n2CC(=O)O)cc1 | 0% | ? | 34% | 11% | -6% | 12% | 2% | 6% | -11%
COc1ccccc1/C=N/Nc1nncc2ccccc12 | -12% | 63%[activator] | 3% | -33% | ? | 5% | ? | -8% | 3%
Cc1cc(C(=O)N/N=C/c2cc(Br)ccc2OC(=O)c2ccc(Br)cc2)n[nH]1 | / | / | -18% | ? | / | -2% | 2% | -8% | /
NC(=O)N/N=C/c1c(O)ccc2oc3c(c12)CCCC3 | -2% | 52%[activator] | 3% | -15% | -12% | 9% | / | 2% | -16%
O=C(NCc1ccccc1)c1cccc(NC(=O)C2CCCC2)c1 | -2% | 26% | / | / | -5% | / | / | / | -5%
CCOC(=O)C1Nc2ccc(C(F)(F)F)cc2C2c3ccccc3CC12 (stereo not given) | 6% | 30% | / | / | -7% | / | / | / | -13%
c1ccc(Cn2c(SCc3cn4cccnc4n3)nnc2-c2ccco2)cc1 | -15% | 5% | 16% | 10% | -5% | -1% | 50%[12.7 µM] | 3% | -6%
Cc1ccc(Nc2nc(/N=C/NO)n[nH]2)cc1C | 1% | 5% | 7% | -25% | -12% | -8% | 7% | -4% | -15%
CCOC(=O)C1CCN(S(=O)(=O)C(F)(F)c2nc3ccccc3s2)CC1 | -11% | 21% | 10% | 18% | 35% | -6% | -2%[59 µM] | -10% | -6%
Cc1ccc(S(C)(=O)=NC(=O)NC(=O)c2c(F)cccc2Cl)cc1 (stereo not given) | -1% | -2%[58.9 µM] | -3% | 5% | 5% | 0% | 25% | -2% | -22%
Cc1ccc(S(=O)(=O)Oc2ccc(/C=N/NC(=O)c3nn(C)cc3Cl)cc2)cc1 | -6% | 22% | -9% | -1% | -5% | -5% | -11%[59 µM] | -1% | 6%
Cc1ccccc1CNC(=O)c1ccc2nc(C(C)C)oc2c1 | -1%[60.1 µM] | 40%[activator] | 1% | 6% | 9% | / | -4%[59 µM] | 0% | -16%
CCC1(CC)NC(=O)N(CC(=O)OCC(=O)Nc2ccccc2OC(F)F)C1=O | -11% | 44%[activator] | / | 5% | -18% | -9% | 2%[12.7 µM] | / | -18%
CC1c2ccccc2SC(CCCN(C)C)c2ccccc21 (stereo not given) | -17% | -12% | 14% | 1% | -10% | 8% | 56µM* | 16% | -21%
Cc1ccc(SCC(=O)OCC(=O)NC2(C#N)CCCCC2)cc1 | -5% | 23% | 12% | -8% | -12% | -18% | 5%[0.501 µM] | -3% | -11%
CCCC(=O)Nc1nc2n(n1)C(c1ccccc1)CC(=O)N2 (stereo not given) | -6% | 22% | 0% | 0%[57.1 µM] | -17% | ? | 53%[activator] | -1% | 4%
COC(=O)c1ccc(CN2CCN(Cc3ccc(C(=O)OC)o3)CC2)o1 | -4% | 14% | -7% | / | 5% | -4% | 11µM* | 0% | 5%
N#CCCN1CCN(S(=O)(=O)c2cc(Cl)ccc2Cl)CC1 | -8% | 66%[activator] | 2% | 0% | -2% | 0% | 8% | 2% | -12%
COc1cc2c(cc1NC(=O)Nc1ccc(F)cc1)oc1ccccc12 | -1% | 10% | 6% | -2% | 0% | -5% | 28%[59 µM] | 0% | -10%
CCOC(=O)CSc1nc(-c2ccccc2)cc(C(F)(F)F)n1 | -10% | 9% | 1% | 202%[activator] | 111%[activator] | 6% | 104%[activator][59 µM] | -3% | -19%
CC(c1ccon1)N(C)C(=O)CCc1nnc(CCCCc2ccccc2)o1 (stereo not given) | 2% | 16% | -12% | 5% | -4% | 1% | 5% | -3% | -27%

Structures from the list above containing a COOH group, in the order listed:
SMILES | Pol kappa inh | Pol iota inh | Pol beta inh | BAZ2B inh | JMJD2A Tudor inh | APEX1 inh | G9a block | BLM helicase inh | POLH inh
COc1c(C)cc(Br)cc1C(=O)O | 6% | -12%[58.9 µM] | 4% | 10% | -6% | 2% | -41% | -6% | -13%
NS(=O)(=O)c1ccc(CCNC(=O)CSc2nc3ccsc3c(=O)n2CC(=O)O)cc1 | 0% | ? | 34% | 11% | -6% | 12% | 2% | 6% | -11%
